# HP1b binding inh: blocks HP1-beta chromodomain binding to methylated histone tails | actives 0.56% (n = 390,000) | AID 540317 | AlphaScreen HP1-beta / biotin-H3K9me3 peptide binding | P83916 | Potency, µM (titrated, usually from 114 µM), for the others: at the top dose activity change, negative = inhibition, usual class: inhibitors; note: potency is the fitted concentration of half-maximal effect; nearly all actives have a fitted effect of over 70% in size; inactives centre near 23
#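 Compound inhibition of the preformed complex between 50 nM HP1-beta and 50 nM biotinylated H3K9me3 peptide was read by AlphaScreen. Buffer was PBS pH 7.4 with 0.01% Tween-20. Incubations ran 30 min at room temperature, with 10 ug/mL donor/acceptor beads.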
# Pin1 inh: human Pin1 inhibition; actives 0.009% (n = 390,000); Potency, µM (series often up to 115 µM), inactives show at the top dose activity, negative = inhibition, most hits filed as inhibitors; Q13526; AID 504891; Pin1 FP peptide displacement, HiFluor488, 10 min; active = well fitted inhibition curve with a large enough effect in the polarisation, with a control signal flat, not every such curve was filed as active; inconclusive = small, poorly fitted or top-dose-only effect, or effect the other way, or a change in a side signal; inactive = no such curve, though single readings can be large or run the other way; the % refers to the polarisation; note: potency is the fitted concentration of half-maximal effect; % is set by controls: 0 for no effect and ±100 for the full control effect
# BAZ2B inh: BAZ2B (human) inhibition; Potency, µM (titrated, usually from 114 µM), for inactives: top-dose activity change, negative = inhibition, usual class: inhibitors; Q9UIF8; actives 4.4% (n = 360,000); AlphaScreen BAZ2B-H3K14Ac peptide displacement; note: potency is the fitted concentration of half-maximal effect; % is set by controls: 0 for no effect and ±100 for the full control effect; nearly all actives have a fitted effect of over 60% in size
#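 AlphaScreen displacement of biotin-H3(5-23)K14Ac peptide (50 nM final) from BAZ2B (50 nM final) in PBS pH 7.4, 0.01% Tween-20; complex preformed 30 min RT, then compounds (top 110 uM) 30 min RT, beads 20 min dark.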
# JMJD2A Tudor: inhibitors of human JMJD2A Tudor domain; O75164; AlphaScreen JMJD2A-Tudor / H3K4me3 peptide binding; Potency, µM (highest dose often 114 µM), inactives show at the highest dose activity change, negative = inhibition, actives largely listed as inhibitors; actives 4.4% (n = 390,000); note: potency is the fitted concentration of half-maximal effect; % is set by controls: 0 for no effect and ±100 for the full control effect; nearly all actives have a fitted effect of over 50% in size
# Target sequence (O75164 whole entry, looked up, the tested form may be a part): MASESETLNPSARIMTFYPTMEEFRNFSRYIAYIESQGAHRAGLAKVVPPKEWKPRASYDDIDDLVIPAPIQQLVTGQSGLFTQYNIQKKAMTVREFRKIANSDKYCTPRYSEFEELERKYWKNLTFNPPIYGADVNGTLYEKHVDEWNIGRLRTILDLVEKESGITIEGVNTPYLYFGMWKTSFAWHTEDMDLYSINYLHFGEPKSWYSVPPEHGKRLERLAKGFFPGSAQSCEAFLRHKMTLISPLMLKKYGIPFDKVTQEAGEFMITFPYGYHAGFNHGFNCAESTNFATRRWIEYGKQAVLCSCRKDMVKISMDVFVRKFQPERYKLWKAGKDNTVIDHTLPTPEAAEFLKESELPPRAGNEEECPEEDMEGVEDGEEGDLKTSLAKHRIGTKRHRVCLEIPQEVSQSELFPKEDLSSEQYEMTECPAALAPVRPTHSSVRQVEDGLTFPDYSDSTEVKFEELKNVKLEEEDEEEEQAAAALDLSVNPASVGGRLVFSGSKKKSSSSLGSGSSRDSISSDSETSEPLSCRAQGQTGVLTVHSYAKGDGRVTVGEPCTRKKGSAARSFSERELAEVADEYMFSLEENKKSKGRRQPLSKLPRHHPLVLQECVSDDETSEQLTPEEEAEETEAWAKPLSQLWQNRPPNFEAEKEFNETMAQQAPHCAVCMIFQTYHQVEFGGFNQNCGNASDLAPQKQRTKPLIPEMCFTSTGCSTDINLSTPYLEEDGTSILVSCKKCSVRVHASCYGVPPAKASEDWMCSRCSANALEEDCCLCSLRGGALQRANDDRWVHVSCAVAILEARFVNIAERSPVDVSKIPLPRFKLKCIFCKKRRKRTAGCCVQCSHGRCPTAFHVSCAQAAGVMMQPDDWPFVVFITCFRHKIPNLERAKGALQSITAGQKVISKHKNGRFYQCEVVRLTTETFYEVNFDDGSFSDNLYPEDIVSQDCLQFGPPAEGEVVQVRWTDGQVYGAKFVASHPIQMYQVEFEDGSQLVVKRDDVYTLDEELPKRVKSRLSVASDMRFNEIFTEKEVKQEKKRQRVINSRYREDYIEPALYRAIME
# GLS inhibitor: glutaminase GLS (human) inhibition; actives 0.21% (n = 410,000); Potency, µM (highest dose often 45.5 µM), without a hit: at the top dose activity change, negative = inhibition, hits mostly inhibitors; O94925; GLS enzymatic activity, qHTS titration; note: potency is the fitted concentration of half-maximal effect; % is set by controls: 0 for no effect and ±100 for the full control effect
#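 Glutamate formation by hKGA was monitored fluorometrically using coupled glutamate oxidase, HRP and Amplex Red. Substrate was added as 1 mM L-glutamine solution; incubation was 30 min at RT after an initial read.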
# PI4K2A inh: PI4K2A (human) kinase inhibition; activity change, negative = inhibition, % at 76.9 µM; actives 0.13% (n = 420,000); purified PI4K2A, ADP-Glo luminescence, 1 h; active compounds read low; Q9BTU6; in the data active = activity change below about -50%; inconclusive = mostly about -30% to -49%;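 note: -100% = wells without enzyme as full effect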
#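 PI4K2A activity was measured by ADP-Glo luminescence: enzyme (4 ug/mL stock) and phosphatidylinositol (1.2 mM stock) in Tris pH 7.5/MgCl2/EGTA/Triton X-100 buffer were reacted with ATP (300 microM stock) for one hour at ambient temperature.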
# G9a inh: inhibitors of human histone lysine methyltransferase G9a; actives 8.8% (n = 350,000); Potency, µM (top dose mostly 102 µM), without a hit: at the highest dose activity, negative = inhibition, hits mostly inhibitors; Q96KQ7; G9a H3K9 monomethylation, AlphaScreen, 2 h; note: potency is the fitted concentration of half-maximal effect; % is set by controls: 0 for no effect and ±100 for the full control effect; nearly all actives have a fitted effect of over 75% in size
#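 Enzyme 20 nM + cpd, 15 min RT; add b-H3K9 pep 500 nM / SAM 20 uM; 2 h RT; anti-H3K9me1 Ab 0.5 ug/mL + SA donor / anti-rabbit acceptor beads 20 ug/mL each, 10 min; AlphaScreen read.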
# Pol eta inh: inhibitors of human DNA polymerase eta. recombinant Pol eta, fluorescent DNA replication assay. Potency, µM (doses to about 114 µM), inactives show at the top dose activity change, negative = inhibition, most hits filed as inhibitors. actives 1.2% (n = 390,000); note: potency is the fitted concentration of half-maximal effect; % is set by controls: 0 for no effect and ±100 for the full control effect
#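 Pol eta at 10 nM preincubated with compounds 15 min at room temperature; reaction started with fluorescent substrate (50 nM final) and read kinetically at 0 and 10 min.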
# Tb PGK inh: inhibitors of T. brucei phosphoglycerate kinase | P07378 | PGK/GAPDH coupled, Kinase-Glo luminescence, 60 min | Potency, µM (series often up to 57.5 µM), without a hit: at the highest dose activity change, negative = inhibition, hits mostly inhibitors | actives 0.043% (n = 380,000) | AID 602233; note: potency is the fitted concentration of half-maximal effect; % is set by controls: 0 for no effect and ±100 for the full control effect; nearly all actives have a fitted effect of over 60% in size
#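 Recombinant glycosomal PGK reaction used 1,3-bisphosphoglycerate generated in-well by GAPDH (100nM final) in 100mM TEA pH 7.6, 5mM MgCl2, 0.01% Tween-20. After 60 minutes at room temperature, ATP was read by Kinase-Glo Plus luminescence end-point.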
# An asterisk follows results filed as active; i = inactive; ? = inconclusive; . = not tested or not shown; [ ] = another dose, or the depositor's remark. Unless noted, calls come from the whole dose curve; as a rule, active = well fitted curve in the direction sought with a large enough effect; inconclusive = small, poorly fitted or top-dose-only effect, or another doubt; inactive = no such curve, though single readings can be large; an effect the other way counts as inactive or inconclusive. Only part of the results is shown, so the mix of outcomes need not match the whole.
SMILES,HP1b binding inh,Pin1 inh,BAZ2B inh,JMJD2A Tudor,GLS inhibitor,PI4K2A inh,G9a inh,Pol eta inh,Tb PGK inh
Oc1ccc(Br)cc1CN1CCCCCCC1,-16.2%,10.0%,50.1µM*,6.31µM*,33.4%[activator],6.7,?,-11.6%,-2.8%
COc1ccc2c(CCNC(=O)c3ccco3)c[nH]c2c1,11.4%,4.8%,-30.7%,-18.6%,12.8%,0.7,-35.3%[59 µM],-14.3%,-6.7%
CC(C)c1onc(C(=O)N2CCCCCC2)c1[N+](=O)[O-],32.1%,21.1%,-1.6%,-13.2%,3.7%,-5.4,?,-16.7%,-4.0%
O=C(NC1CCCCC1)c1ccc(Cn2c(SCc3ccccc3F)nc3cccnc32)cc1,35.1%,29.5%,-4.3%,-25.4%,7.2%,-0.2,-8.8%[59 µM],-12.7%,8.1%
N#C/C(=C\c1c(N2CCCCCC2)nc2ccccn2c1=O)C(N)=O,4.5%,-0.8%,-2.8%,-15.9%,-7.2%,-2.4,14.9%[2.33 µM],-12.7%,i
C=CC[C@]12C=C(OC)C(=O)C=C1O[C@@H](c1ccc3c(c1)OCO3)[C@H]2C,25.5%,1.9%,.,-6.8%,-2.6%,2.7,.,-17.7%,1.4%
O=C(NNS(=O)(=O)Cc1ccccc1)c1ccc([N+](=O)[O-])cc1,13.0%,2.1%,-22.7%,-8.1%,24.5%,1.6,-50.5%[12.7 µM],4.8%,-4.5%
Cc1ccc(OCC(=O)Nc2nnc(SCc3cc(=O)c4ccccc4[nH]3)s2)cc1,11.4%[57 µM],1.5%,2.7%,-13.3%,8.5%,0.5,-2.9%[59 µM],-3.3%,-3.0%
COc1ccc(-c2csc(Cc3nnc4n3CCCCC4)n2)cc1,11.5%,2.2%,?,-17.9%,8.7%,-4.0,-19.1%[12.7 µM],-6.8%,-4.5%
CCCCOc1ccc(N2C(=O)C(C)CNC2=S)cc1 (stereo not drawn),6.5%,?,.,?,9.9%,6.3,.,-2.1%,18.3%
C(=N\Nc1cc(N2CCCCC2)ncn1)/c1ccco1,26.0%,-1.2%,?,-25.6%,-2.7%,7.5,-8.4%,-19.1%,-6.4%
COc1ccccc1N=Nc1c(C)[nH]n(-c2ccccc2)c1=O,?,-17.3%,?,?,0.3%,0.7,-20.8%,6.4%,-6.2%
COc1ccc(-c2cc(C(F)(F)F)n3nc(C(N)=O)cc3n2)cc1,.,.,.,.,-16.9%,1.0,.,2.8%,-7.8%
CN(CC(=O)Nc1ccccc1C(F)(F)F)C(=O)Cc1ccccc1F,-6.9%,-10.5%,1.3%,-24.1%,10.4%,2.9,50.1µM*,-2.6%,-5.3%
O=C(NCc1ccco1)c1ccc2c(c1)N(Cc1ccc(Cl)cc1)C(=O)c1ccccc1S2,20.9%,34.5%[activator],-28.4%,-20.5%,6.6%,0.2,0.0%[59 µM],-5.5%,12.7%
Cc1ccc(NC(=O)C2(C)Cc3ccccc3C(=O)O2)cc1 (stereo not drawn),23.2%,5.3%,-12.2%,-5.4%,-17.2%,0.6,.,-5.1%,i
O=C(c1ccc(Cl)c(S(=O)(=O)N2CCCCCC2)c1)N1CCN(c2ccccn2)CC1,17.7%,7.0%,-31.8%,-27.3%,-3.9%,-12.3,?,-13.9%,-6.0%
O=C1OCCC1Sc1nnc(-c2ccc3c(c2)OCO3)o1 (stereo not drawn),45.2%[activator],-8.1%,-1.1%,-4.2%,-3.0%,-3.7,0.8%,-3.8%,-9.1%
COc1cc(OC)cc(C(=O)N2CC(=O)Nc3ccc(Cl)cc3C2c2ccccc2)c1 (stereo not drawn),12.6%,-2.8%,-8.0%,-11.3%,-1.8%,-0.3,-30.6%[59 µM],-24.2%,4.4%
Cc1ccccc1Nc1nc(N)nc(COC(=O)c2ccccc2)n1,29.6%,-0.8%,-5.6%,-14.9%,-9.5%,5.4,13.6%[59 µM],-18.4%,i
O=C(c1cc2nc(-c3ccc(Cl)cc3)cc(C(F)(F)F)n2n1)N1CCOCC1,80.7%[activator],-1.8%,4.3%,-0.3%,0.4%,-0.4,.,-3.9%,i
CCN1CCN(CCNC(=O)c2cn(C(C)c3ccccc3F)nn2)CC1 (stereo not drawn),23.8%,0.0%,-4.2%,-7.5%,2.6%,0.9,-1.7%[12.7 µM],-7.9%,1.3%
O=C(O)CCC(=O)NN1C(=O)c2ccccc2NC1c1ccco1 (stereo not drawn),66.4%[activator],-6.1%,-22.1%,-4.4%[11.4 µM],10.6%,0.8,-44.4%,?,6.6%
CC(=O)NCCc1cnc[nH]1,26.7%,-0.4%,2.6%,-2.0%,-6.3%,5.9,-4.0%[12.7 µM],-12.1%,-0.2%
CC(C(=O)Nc1ccc(S(=O)(=O)N2CCCC2)cc1)N1CCN(C(=O)c2ccco2)CC1 (stereo not drawn),23.0%,?,9.1%,-7.4%,.,0.9,-11.9%[59 µM],-14.1%,3.1%
CCOC(=O)c1ccc(N2C(=O)c3n[nH]c(-c4ccco4)c3C2c2cccc(F)c2)cc1 (stereo not drawn),-12.8%,38.9%[activator],.,?,3.2%,-1.8,?,-6.0%,-9.2%
O=c1oc(-c2ccccc2)nc2sc3c(c12)CCC3,4.4%,?,50.1µM*,-26.6%,-5.0%,-4.7,-17.0%,?,-16.6%
CCOC(=O)c1cccc(C(=O)Oc2ccccc2)n1,29.0%,-1.2%,-5.6%,-12.8%,10.7%,-2.3,?,0.1%,.
CCCCCCCCCCS(=O)(=O)N/N=C/c1ccccc1OC,78.6%[activator],7.5%,0.6%,12.3%,20.4%,-1.9,-4.1%,-26.8%,-6.8%
CN1CCC(N(C)C(=O)/C=C/c2cn(-c3ccccc3)nc2-c2cccs2)CC1,-24.5%,1.9%,-27.8%,?,-10.8%,-4.8,-17.6%,-3.8%,i
CN(C)c1ccc(C2N(c3ccc(Cl)cc3)C(=O)C3CCCN32)cc1 (stereo not drawn),19.3%,0.9%,7.1%,-18.3%,19.2%,2.4,-78.0%,-9.6%,2.6%
O=C(CN1CCN(CC(=O)c2ccc(F)cc2)CC1)Nc1ccccc1Cl,-1.6%,10.3%,-4.9%,-31.3%,2.0%,-0.2,7.08µM*,-23.0%,3.8%
O=C(N/N=C\C=C\c1ccco1)c1cncc(Br)c1,0.3%,?,12.4%,-18.6%,5.8%,-10.6,?,?,-2.2%
CNC(=O)c1c[nH]c2ccc(S(=O)(=O)Nc3cccc(SC)c3)cc2c1=O,15.5%,-2.5%,-14.4%,-5.4%,-6.1%,-5.1,?,-0.2%,-2.4%
O=[N+]([O-])c1cc(Cl)ccc1NCCc1ccccn1,?,1.1%,10µM*,44.7µM*,2.7%,-1.2,?,-8.6%,i
COc1cccc(CNC(=O)CCC(=O)N2CCSc3ccccc32)c1OC,30.8%,-5.0%,-18.8%,-7.7%,12.4%,-1.1,23.8%,-6.3%,5.0%
O=C(Nc1ccc(Nc2ccccc2)cc1)C(Cl)(Cl)Cl,-7.2%,1.8%,?,?,15.6%,4.2,?,-23.3%,6.0%
O=C(c1ccccc1Cl)N(Cc1ccc(Br)cc1)N1C(=O)CCC1=O,37.5%,-0.4%,1.0%,-1.8%,-12.4%,6.9,6.6%,-7.6%,i
COc1cccc(-c2sc3ccc(OC)cc3c2-c2ccc(O)cc2)c1,22.5%,-5.0%,-0.1%,-28.2%,14.9%,-4.5,7.7%[0.501 µM],-4.5%,-10.7%
COC(=O)Cc1nc2c(N)nc(N)nc2[nH]c1=O,5.1%[57 µM],?,.,-22.1%,-9.9%,-3.1,.,-19.6%,-7.1%
Clc1ccc(N2CCN(Cc3nnc(-c4ccc5c(c4)OCO5)o3)CC2)cc1,30.7%,-8.3%,-16.0%,1.0%,-2.8%,-0.3,-0.9%[59 µM],-22.0%,8.8%
CCOc1cc2sc(N3CCC(C(=O)Nc4ccc(C)cc4C)CC3)nc2cc1Br,26.8%,-2.7%,0.0%,0.4%,-2.6%,3.4,3.5%[59 µM],-24.9%,-0.7%
CC(Oc1ccccc1)C(=O)OCC(=O)NC(=O)NCc1ccco1 (stereo not drawn),10.7%,-0.6%,-2.0%,-23.5%,-4.1%,-5.6,?,?,-6.1%
Cc1ccc2nc(-c3ccccn3)c(NC3CCCC3)n2c1,?,-1.6%,-9.1%,44.7µM*,9.1%,-7.7,-42.9%,-10.8%,i

# Whole records, looked up by structure.
# Shown for `CNC(=O)c1c[nH]c2ccc(S(=O)(=O)Nc3cccc(SC)c3)cc2c1=O` → HP1b binding inh: 15.5%; Pin1 inh: -2.5%; BAZ2B inh: -14.4%; JMJD2A Tudor: -5.4%; GLS inhibitor: -6.1%; PI4K2A inh: -5.1; G9a inh: ?; Pol eta inh: -0.2%; Tb PGK inh: -2.4%
# Shown for `O=C(N/N=C\C=C\c1ccco1)c1cncc(Br)c1` → HP1b binding inh: 0.3%; Pin1 inh: ?; BAZ2B inh: 12.4%; JMJD2A Tudor: -18.6%; GLS inhibitor: 5.8%; PI4K2A inh: -10.6; G9a inh: ?; Pol eta inh: ?; Tb PGK inh: -2.2%
# Shown for `O=C(NCc1ccco1)c1ccc2c(c1)N(Cc1ccc(Cl)cc1)C(=O)c1ccccc1S2` → HP1b binding inh: 20.9%; Pin1 inh: 34.5%[activator]; BAZ2B inh: -28.4%; JMJD2A Tudor: -20.5%; GLS inhibitor: 6.6%; PI4K2A inh: 0.2; G9a inh: 0.0%[59 µM]; Pol eta inh: -5.5%; Tb PGK inh: 12.7%
